Screening results deposited in PubChem BioAssay by several laboratories.
MCL1-BIM inh: MCL1-BIM-BH3 interaction inhibition (human); Q07820; GST-MCL1 / FITC-Bim-BH3 fluorescence polarization; inhibition, % at 10.9 µM; hit rate 0.68% among 320,000; AID 2057;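 active = inhibition above the mean inhibition of all tested compounds plus 3 SD, set per campaign, cut at about 40% in these data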;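 note: 0% = DMSO wells and 100% = unlabeled Bim-BH3 peptide control; higher means more loss of mP so more displacement of Bim peptide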
Target sequence (Q07820 whole entry, looked up): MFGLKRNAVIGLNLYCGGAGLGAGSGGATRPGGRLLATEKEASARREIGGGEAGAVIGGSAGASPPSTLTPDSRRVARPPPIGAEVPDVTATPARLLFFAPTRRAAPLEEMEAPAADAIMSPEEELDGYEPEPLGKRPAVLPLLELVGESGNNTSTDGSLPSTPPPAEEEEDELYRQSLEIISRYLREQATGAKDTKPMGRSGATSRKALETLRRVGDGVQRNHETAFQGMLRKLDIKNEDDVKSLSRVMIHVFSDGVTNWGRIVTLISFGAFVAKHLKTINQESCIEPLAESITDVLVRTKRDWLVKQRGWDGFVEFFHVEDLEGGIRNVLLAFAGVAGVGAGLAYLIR
VLA-4 inh: inhibition in a human VLA-4 binding assay; inhibition, % (about 7 µM as worked out from the volumes in the protocol); VLA-4 expressing cells, ligand binding flow cytometry; hit rate 0.2% among 330,000; AID 2557; in the data active = inhibition above about 50%
AGP1 TOR yeast: alters AGP1-GFP fluorescence in TOR pathway yeast screen; S. cerevisiae AGP1-GFP multiplex flow cytometry, 3 h; GFP as percent of DMSO wells; GFP response vs DMSO, % at 10 µM; hit rate 0.02% among 320,000; AID 2066;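 active = GFP response relative to DMSO above a set limit, near screen average plus 3 SD, cut at about 150% in these data; inconclusive = fewer than 70 cells counted for the yeast strain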;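 note: median GFP channel fluorescence of the gated AGP1 strain per well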
GLD-1 RNA inh: GLD-1-TGE RNA interaction inhibition (C. elegans). Q17339. purified GLD-1 + fluorescein TGE RNA, fluorescence polarization. inhibition, % at 5.96 µM. hit rate 0.44% among 320,000. AID 2280;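 active = percent inhibition above a per-plate cutoff, the plate mean of test compounds plus 3 SD, cut at about 30% in these data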;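 note: 0% = DMSO wells with GLD-1 and probe and 100% = wells lacking GLD-1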
CIT2-GFP yeast: alters CIT2-GFP fluorescence in TOR pathway yeast screen. hit rate 0.065% among 320,000. S. cerevisiae CIT2-GFP strain, flow cytometry, 3 h; 100 means same as DMSO wells. GFP response vs DMSO, % at 10 µM;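 active = GFP response relative to DMSO above a set limit, near the screen mean plus 3 SD, cut at about 150% in these data; inconclusive = Fewer than 70 cells measured for a yeast strain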;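 note: ratio of well median GFP fluorescence to mean of DMSO wells on the plate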
Yeast superoxide: lowers age-related superoxide in aged yeast cells; superoxide response (% of plate mean), % at 10 µM; hit rate 0.18% among 330,000; S. cerevisiae aged cells, superoxide DHE fluorescence; stronger effect = lower value;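 active = superoxide response under a set limit, about three screen SD below normal, cut at about 65% in these data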;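 note: yeast aged for seven days with compound at 30 °C before DHE staining; 100% = average MFI of all compound-treated wells on the plate with controls excluded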
MEX-5 binding: C. elegans MEX-5 TCR-2 RNA binding activity; Q9XUB2; MEX-5/FITC-TCR2 RNA binding, fluorescence polarization; stronger effect = lower value; activity score (negative = inhibition of binding), % at 10 µM; hit rate 0.38% among 300,000; AID 1832;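 active = inhibition past about -25% in most replicates, and total fluorescence under double the plate's negative control median, limit read from the data; inconclusive = replicates evenly split on the limit, or fluorescence at least double controls; inactive = too little inhibition in most replicates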;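 note: 0% = DMSO and -100% = 5 µM competing unlabeled TCR2 RNA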
Target sequence (Q9XUB2 whole entry, looked up): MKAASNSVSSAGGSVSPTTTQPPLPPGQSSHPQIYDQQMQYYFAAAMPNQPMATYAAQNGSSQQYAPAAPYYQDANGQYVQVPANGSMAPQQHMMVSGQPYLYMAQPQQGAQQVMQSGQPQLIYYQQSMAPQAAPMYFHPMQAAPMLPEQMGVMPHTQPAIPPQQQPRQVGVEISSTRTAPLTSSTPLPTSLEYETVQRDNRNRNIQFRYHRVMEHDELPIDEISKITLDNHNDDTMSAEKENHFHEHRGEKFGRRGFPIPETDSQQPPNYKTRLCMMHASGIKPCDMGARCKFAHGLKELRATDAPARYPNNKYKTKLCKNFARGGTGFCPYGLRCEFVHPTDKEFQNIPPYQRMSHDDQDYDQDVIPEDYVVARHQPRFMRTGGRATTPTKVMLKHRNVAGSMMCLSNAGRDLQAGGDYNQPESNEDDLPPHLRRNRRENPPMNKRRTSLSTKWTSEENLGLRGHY
GRK2 aptamer HTS: blocks RNA aptamer binding to human GRK2 | hit rate 0.59% among 330,000 | P25098 | inhibition of aptamer binding, % at 10 µM | bead flow cytometry, FAM-aptamer displacement from GRK2 | AID 488847;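 active = inhibition of aptamer binding above 40%, roughly 3 SD of noise, on plates passing a quality check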;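 note: median bead fluorescence of bound FAM aptamer so fluorescent compounds give negative values; no value below 0 was filed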
Bcl-xL primary: Bcl-xL (human) inhibition. Q07817. GST-Bcl-xL / FITC-Bim BH3 peptide fluorescence polarization. inhibition, % at 10.9 µM. hit rate 0.7% among 320,000. AID 2129;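 active = inhibition above the mean of all tested compounds plus 3 SD, cutoff set per campaign, cut at about 30% in these data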;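 note: 0% = DMSO wells and 100% = unlabeled Bim-BH3 peptide competitor; inhibitors lower millipolarization by displacing the labeled peptide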
Target sequence (Q07817 whole entry, looked up): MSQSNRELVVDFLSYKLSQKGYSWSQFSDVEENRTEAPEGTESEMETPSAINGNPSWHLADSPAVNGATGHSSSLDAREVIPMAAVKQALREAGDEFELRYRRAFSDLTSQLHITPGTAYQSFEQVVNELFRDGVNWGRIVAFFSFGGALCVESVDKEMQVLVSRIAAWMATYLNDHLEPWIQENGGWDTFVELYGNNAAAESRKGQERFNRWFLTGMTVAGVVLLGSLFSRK
Numbers without * were called inactive; u = inconclusive; x = no result given; [ ] = dose if it differs, or a comment.

SMILES	MCL1-BIM inh	VLA-4 inh	AGP1 TOR yeast	GLD-1 RNA inh	CIT2-GFP yeast	Yeast superoxide	MEX-5 binding	GRK2 aptamer HTS	Bcl-xL primary
CCc1nc2scc(-c3ccccc3)c2c(=O)n1N	2	13	108	-1	110	96	-2.0	0	1
CC1=C(C(=O)Nc2ccccc2C(=O)NC2CCCCC2C)SCCO1 (centres undefined)	2	-10	96	5	95	102	1.1	0	1
O=C(Cc1ccccc1)NCC(=O)N1CCCC1	-2	2	108	2	104	107	-0.7	2	-3
O=C(O)CC1SC(=O)N(Cc2ccccc2)C1=O (centres undefined)	2	23	101	-3	97	103	2.9	4	9
COc1ccc(CCNC(=O)CN2C(=O)NC3(CCCCC3C)C2=O)cc1 (centres undefined)	x	-1	101	6	106	89	x	0	x
O=C(c1cc2cc(F)ccc2[nH]1)N1CCCC(Nc2ccc(F)cc2)C1 (centres undefined)	4	5	92[may fluoresce red and violet]	-3	u	89	-1.8	1	2
O=C(CSc1nc2ccccc2c(=O)n1Cc1ccco1)c1ccccc1	5	8	100	9	102	96	0.7	2	0
Cn1c(SCC(=O)N2CCCc3ccccc32)nnc1-c1cccs1	-2	-6	98	-1	103	105	-0.7	0	2
CC(C)CN1C(=O)N(c2ccc(Cl)cc2)C(C)(O)CC1(C)C (centres undefined)	0	-4	92	3	103	108	0.4	1	5
COc1ccccc1CC(=O)NC(=O)c1ccccc1O	-18	9	90	-2	92	77	-0.9	6	-4
CCN(Cc1ccccc1)S(=O)(=O)c1ccc(S(=O)(=O)N(Cc2cccc(OC)c2)CC2CCCO2)cc1 (centres undefined)	-3	3	106	9	101	87	0.3	1	4
Cc1ccc2c(CC(=O)N3CCc4ccccc43)coc2c1	-2	2	99	-1	92	87	-1.0	0	-2
O=C(Nc1ccc(-c2nnc3n2CCCCC3)cc1)c1cc2ccccc2o1	-19	5	88	2	99	107	2.4	5	-10
COc1ccc([N+](=O)[O-])cc1NC(=O)Cc1ccc(Cl)cc1	0	0	91	-2	92	93	2.4	1	5
CC1CC(C(F)F)n2nc(C(=O)O)cc2N1 (centres undefined)	0	4	99	-4	107	81	-3.2	0	-2
CCn1cc([N+](=O)[O-])nc1C	4	24	97	2	96	108	0.6	2	1
COC(=O)C1=C(C)N=C2SCCC(=O)N2C1c1cccs1 (centres undefined)	7	2	105	2	96	101	0.9	2	2
O=C(CN1CCCCC1)n1c2ccccc2c2ccccc21	1	3	109	5	97	99	-2.1	0	3
CCOc1ccc(S(=O)(=O)N2CCCCC2)cc1NC(=O)CSCc1c(C)noc1C	-23	1	105	-8	96	93	3.4	0	-11
CCN1CCc2c(sc(NC(=S)NC(=O)c3ccco3)c2C(N)=O)C1	17	-1	107	-28	108	98	-4.4	2	17
COc1cc(C(=O)NCC(=O)OCC(=O)c2cccc3ccccc23)cc(OC)c1OC	0	-3	87	1	93	109	2.4	5	-3
O=C(c1noc2c1CCCC2)N1CCCCC1	-3	0	95	3	91	109	-1.2	3	-6
Cc1cccc(N2CCN(C(=O)c3ccncc3)CC2C)c1 (centres undefined)	2	12	107	5	106	101	-1.2	0	6
O=C1N[C@@H](Cc2ccccc2)COC(=O)[C@H](Cc2ccc(F)cc2)C/C=C\C[C@H]1CC(=O)N(CCO)Cc1ccccc1	x	1	102	0	102	106	x	3	x
Cc1onc(-c2ccccc2Cl)c1C(=O)Nc1ccccc1	-3	-1	100	0	97	129	1.4	0	-2
Cc1cc(NC(=O)CSc2nc3cc4c(cc3c(=O)n2CCc2ccccc2)OCO4)no1	-2	-3	108	1	104	95	0.0	0	0
N#CCC(=O)N/N=C/c1ccc(N2N=C(c3ccccc3)CC2c2ccccc2)cc1 (centres undefined)	-41	-179	19[may fluoresce violet]	-36	u	109	-5.8	67*	-28
C=CCNC(=O)c1onc(CSc2cccc(C)c2)c1C(=O)O	9	-2	108	3	98	86	2.1	0	9
O=[N+]([O-])c1ccccc1/C=C/CN1CCC(O)CC1	x	1	102	x	101	103	2.2	0	x
O=C(O)COc1ccccc1C=NNC(=O)c1ccc(NS(=O)(=O)c2cccs2)cc1	x	-8	98	-1	94	99	x	0	x
CN(Cc1ccc2nonc2c1)Cc1nc(CC2CC2)no1	3	-1	103	-1	100	73	3.5	0	6
CNC(=O)c1cc2c(ccc3ccccc32)o1	-2	2	74	2	73	97	-0.5	0	2
COc1ccc(C(=O)OCC(=O)c2ccc3[nH]c(=O)[nH]c3c2)c(OC)c1OC	x	-1	104	4	106	87	x	1	x
CC(C)(c1ccccc1)c1ccc(OCCN2CCCC2)cc1	3	14	95	9	100	98	-2.7	0	4
CCC(=O)c1ccc(OCC(=O)N(Cc2nnc(-c3ccccc3Cl)o2)C2CC2)cc1	3	1	104	3	97	118	0.3	0	3
Cc1cccc(C(=O)O/N=C(\N)c2ccccn2)c1	2	16	88	3	98	102	2.6	0	4
CC1CCCN(c2ccc(C(=O)OCn3nnc4ccccc4c3=O)cc2[N+](=O)[O-])C1 (centres undefined)	-7	-10	99	0	95	96	0.0	1	5
C[C@@H]1COC(=O)[C@H](CC(=O)OC(C)(C)C)C/C=C\C[C@H](CC(=O)N(CCO)Cc2ccccc2)C(=O)N1	x	1	91	1	91	123	x	2	x
CC(C)Nc1ccc(-n2nc3ccccc3[n+]2[O-])cc1	3	4	97	2	97	103	-1.2	3	10
CCCc1nn(C)c(C(=O)Nc2ccc(C)c(C)c2)c1Cl	0	-26	95	7	103	92	0.1	0	4
Cc1ccc(Cn2cccc(NC(=O)NCc3ccccc3)c2=O)cc1	-1	-5	105	-5	99	103	-0.2	0	4
Cc1cccc(C)c1OC(=O)Cc1ccccc1[N+](=O)[O-]	5	18	101	0	94	109	-2.3	0	-1
CC1C(=O)Nc2ccc(S(=O)(=O)N3CCN(c4cccc(C(F)(F)F)c4)CC3)cc2NC1=O (centres undefined)	6	14	98	-1	94	93	-0.6	0	-1
COc1ccc(N(CC(=O)NCc2ccccc2)C(=O)Cn2nnc(-c3ccccc3F)n2)cc1OC	-1	9	93	-9	95	122	2.1	4	-3
O=C(NCCc1ccccc1)C1CCN(C(=O)N2CCOc3ccccc32)CC1	11	16	106	4	109	105	0.5	1	10
Cc1ccc(NC(=O)COC(=O)c2ccnn2C)cc1	-3	9	94	4	92	99	0.8	1	-2
O=C(O)c1ccc(N/N=C/c2cc3ccccc3nc2Cl)cc1	-16	0	95	-1	94	109	-0.8	1	-2
Cc1nnc(NC(=O)C2CCCCC2)s1	-2	11	107	7	96	93	-2.0	0	2
C#CCN(CC=C)C(=O)c1ccc(OC2CCN(S(=O)(=O)N(C)C)CC2)cc1	10	9	98	6	101	92	-0.8	2	8
NC12CC3CC(C1)CC(CO)(C3)O2	13	-4	31	3	98	101	-1.2	3	5
Cc1ccc(-c2nn(-c3ccccc3)cc2C=C2C(=O)CC(C)(C)CC2=O)cc1	23	5	x	2	89	91	-3.2	1	1
CCCNS(=O)(=O)c1ccc(CCC(=O)Nc2ccc3c(c2)OCO3)cc1	-5	-7	98	-3	105	108	2.0	0	1
O=C(CNS(=O)(=O)c1ccccc1F)Nc1ccc(N2CCOCC2)cc1	1	-8	110	-1	103	109	-0.9	2	0
COc1cccc(NC(=O)C(C)OC(=O)c2n[nH]c3ccccc23)c1 (centres undefined)	1	-24	97	4	98	110	x	0	-2
CC1(C)Cn2c(nnc2-c2ccccc2)S1	-2	-8	90	0	90	93	0.2	2	-3
CN1CCN(C(=S)C(=O)NCc2ccccc2)CC1	5	4	110	5	101	83	2.3	0	9
COc1ccccc1N(CC(=O)NCc1ccco1)C(=O)CCC(=O)Nc1ccccn1	7	-9	104	3	105	84	-1.0	1	6
COc1cc(NC(=O)Cn2nc(Cc3cccnc3)c3ccccc3c2=O)cc(OC)c1OC	6	20	105	-1	101	77	-1.1	4	6
O=C(NC(NC(=S)Nc1ccccc1C(=O)O)C(Cl)(Cl)Cl)c1ccccc1 (centres undefined)	15	-12	112	8	106	102	0.3	0	14
CCCCNC(=O)NNc1nc(Cl)cc(C)c1C#N	-3	0	103	1	100	107	-0.8	0	5

Quoted at random: two compounds from above, in no set order.
SMILES	MCL1-BIM inh	VLA-4 inh	AGP1 TOR yeast	GLD-1 RNA inh	CIT2-GFP yeast	Yeast superoxide	MEX-5 binding	GRK2 aptamer HTS	Bcl-xL primary
O=C(NCCc1ccccc1)C1CCN(C(=O)N2CCOc3ccccc32)CC1	11	16	106	4	109	105	0.5	1	10
C#CCN(CC=C)C(=O)c1ccc(OC2CCN(S(=O)(=O)N(C)C)CC2)cc1	10	9	98	6	101	92	-0.8	2	8

(more compounds)
SMILES	MCL1-BIM inh	VLA-4 inh	AGP1 TOR yeast	GLD-1 RNA inh	CIT2-GFP yeast	Yeast superoxide	MEX-5 binding	GRK2 aptamer HTS	Bcl-xL primary
Cc1ccccc1C(=O)NCC(=O)OC1CCCCC1=O (centres undefined)	-3	0	106	6	101	91	1.6	3	3
O=C(NCCc1ccc(Cl)cc1)C1CCCN1C(=O)Nc1ccccc1 (centres undefined)	10	3	97	2	102	103	0.3	3	11
COc1ccc(NC(=S)c2ccccc2)cc1	5	10	83	2	110	82	2.2	1	0
CCSc1nc(C)c(CC)c(C)c1C(N)=O	-14	11	97	-16	105	95	0.7	0	0
O=C(c1ccc(Cl)c(S(=O)(=O)NCc2cccnc2)c1)N1CCCC1	12	-2	110	-8	106	100	x	0	5
CCn1c(SCC(=O)Nc2nc3ccc(OC)cc3s2)nc2c1c(=O)n(C)c(=O)n2C	2	13	101	-4	97	99	-4.8	0	0
COc1ccc(CCCc2n[nH]c(=S)o2)cc1C	-25	0	85	-2	93	99	-0.2	0	-38
O=C(CSCC(=O)N1CCOCC1)Nc1ccccc1	2	-2	101	-8	101	98	0.9	0	2
O=C(N/C(=C\c1ccc([N+](=O)[O-])cc1)C(=O)N1CCOCC1)c1cccc(Br)c1	-2	15	104	3	100	106	1.5	3	-3
COc1ccc(/C=N/NC(=O)CNC(=O)c2ccncc2)cc1	-3	4	94	0	98	94	-2.2	0	0
O=C(NCc1cc(C(F)(F)F)ccc1Cl)c1cccc2c1C(=O)c1ccc(N3CCOCC3)cc1S2(=O)=O	x	-2	101	-17	96	101	x	0	x
CCOC(=O)C1CCN(S(=O)(=O)c2ccc(Br)c(OCC)c2)CC1	5	13	99	4	88	119	0.2	2	7
COc1ccc(/C(C)=N/NC(=O)CNC(=O)/C=C\c2ccccc2OC)c(OC)c1	8	10	97	0	96	108	-1.9	2	3
Cc1ccccc1-c1cc(C(=O)NCc2cccs2)n(CC2CC(c3cccnc3)=NO2)n1 (centres undefined)	-1	3	79	2	86	122	x	0	1
Cc1c(S(=O)(=O)N2CCCC(C)C2)c(=O)n(C)c(=O)n1C (centres undefined)	1	7	105	-1	103	92	-0.5	1	-1
O=C(CSc1nc2ccccc2c(=O)n1CC1CCCO1)NCc1ccccc1 (centres undefined)	7	2	102	-3	108	96	-6.6	2	3
O=C(Nc1ccc(OC(=O)c2cccs2)cc1)c1ccco1	1	12	93	9	84	100	1.3	0	1
CCOc1ccc(OCC(=O)OCC(=O)N2CCN(C(=O)c3ccco3)CC2)cc1	-17	0	113	-1	103	92	1.0	6	-15
CCOP(=O)(OCC)/C(C#N)=C/c1c[nH]c2ccccc12	-1	3	98	5	103	126	-3.0	1	5
COCC(C)n1c(C)cc(C(=O)Cn2nc(C(=O)O)c3ccccc3c2=O)c1C (centres undefined)	-3	8	91	-2	91	92	-1.6	4	-2
